# RXFP1 antag = RXFP1 (human) relaxin receptor antagonism. HEK293-RXFP1, relaxin-stimulated cAMP HTRF, 30 min; hits give low values. 350,000 tested, 0.59% active. activity change, negative = inhibition, % at 57.5 µM. Q9HBX9;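 active = activity change of -60% or lower, but not beyond a set lower limit; inconclusive = change between -60% and -40%, or beyond the set limit; inactive = change above -40%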
# Starred values were filed as active, the others as inactive; ? = inconclusive. % is set by controls: 0 for no effect and ±100 for the full control effect. These rows are one share of the data; the hit share may differ from the screen's.
SMILES,RXFP1 antag
Cc1ccc(C(C)C)c(OCC(=O)NNC(=O)Cc2ccc(S(=O)(=O)N3CCOCC3)s2)c1,-1
O=C(Nc1ccc(Cl)c(S(=O)(=O)N2CCOCC2)c1)c1ccc2c(c1)OCO2,-40
CC1CCCN(S(=O)(=O)c2cc(C(=O)NCc3ccco3)ccc2Cl)C1 (configuration not stated),-5
CCC(C(=O)NC1CCCC1)N(C(=O)Cn1nnc(-c2ccc(C)cc2)n1)C1CCCC1 (configuration not stated),-8
Cc1coc2c(C)c3oc(=O)cc(-c4ccccc4)c3cc12,-5
O=C(Cc1ccc([N+](=O)[O-])cc1)Oc1ccccc1,-8
COCCn1c(C)cc(C(=O)CSc2nc(C)nc3sc4c(c23)CCC4)c1C,-6
O=C1/C(=C\c2ccc(Cl)cc2)CCC1CNc1ccc(Cl)cc1 (configuration not stated),-11
Brc1ccc(-c2nc3c4ccccc4ccn3c2Cc2ccccc2)cc1,-1
C[C@@H]1CN([C@@H](C)CO)C(=O)CCCn2nncc2CO[C@H]1CN(C)S(C)(=O)=O,-8
C[C@H](CO)N1C[C@H](C)[C@@H](CN(C)S(=O)(=O)c2ccc3c(c2)OCCCO3)OCc2cn(nn2)CCCC1=O,8
COc1cc2c(cc1OC)C(Cc1ccccc1[N+](=O)[O-])=NCC2,-18
COC(=O)N(C)C[C@H]1OCc2cnnn2CCCC(=O)N([C@H](C)CO)C[C@H]1C,-6
CCCCCCCCC(=O)c1c(OC)oc(C=O)cc1=O,0
O=C(C=Cc1ccccc1)Nc1ccccc1,-9
CCOc1cc(/C=C2\SC(=S)N(NS(=O)(=O)c3ccc(C)cc3)C2=O)ccc1O,?
O=C(OCc1ccccc1)c1ccc(O)cc1,4
Cn1cnc2c(oc3ccccc32)c1=O,-15
COc1cccc(C=NNC(=O)CCCC(=O)NN=Cc2cccc(OC)c2)c1,2
Cc1ccc([C@H]2N[C@]3(CCCN(Cc4ccc(Cl)cc4)C3=O)[C@H]3C(=O)N(Cc4ccccc4)C(=O)[C@@H]23)cc1,9
CN(C)S(=O)(=O)n1cc(/C=C(\NC(=O)c2ccccc2)C(=O)N2CCCCC2)c2ccccc21,-1
CCOC(=O)N1CCN(C(=O)C2CCC(=O)N(Cc3ccccc3OC)C2)CC1 (configuration not stated),1
CCCn1c(SCC(=O)N2CC(=O)Nc3ccccc32)n[nH]c1=O,-15
C=CCOc1cccc(C(=O)N2CCCC(Nc3ccc(F)cc3)C2)c1 (configuration not stated),-29
O=CNc1ccc2c(c1)Cc1cc([N+](=O)[O-])ccc1-2,-4
CC(=O)c1cc2c(cc1NC(=O)Cc1c(C)noc1C)OCO2,6
CC(=O)c1ccc(S(=O)(=O)N2CCNC(=O)C2)cc1,-1
O=C(NN=Cc1cc(Cl)ccc1[N+](=O)[O-])c1cccc2ccccc12,-11
COc1cc2c(c(OC)c1OC)-c1ccc(SC)c(=O)cc1C(NC(=O)c1ccccc1)CC2 (configuration not stated),-1
C=CCNC(=O)C1CC1(c1cccc(C)c1)c1cccc(C)c1 (configuration not stated),-22
O=C(OCc1ccccc1)N1CCC2CC1c1ccc(-c3ccc4c(c3)OCO4)cc12 (configuration not stated),0
CC(=O)Nc1ccc(S(=O)(=O)N(C)CC(=O)NC2CCCCCCC2)cc1,-2
C[C@H]1CN([C@@H](C)CO)C(=O)CCCn2cc(nn2)CO[C@@H]1CN(C)C(=O)Nc1ccnc(N2CCOCC2)c1,9
Cn1ccnc1CC(C)(O)c1ccccc1 (configuration not stated),-1
CC1=C(C)C(=O)C(C(CCCCCC(=O)O)c2ccccc2)=C(C)C1=O (configuration not stated),-21
CC(=NNc1nc2ccccc2o1)c1cc2ccccc2cn1,3
COc1cc2c(c(OC)c1OC)C(=O)CO2,6
COc1cccc(CC(NC(C)=O)C(=O)NC2CCN(c3c4c(nc5ncnn35)CCC4)CC2)c1 (configuration not stated),-8
CC1(C)CC(=O)C2=C(C1)OC1=C(C(=O)CC(C)(C)C1)C2c1cccc([N+](=O)[O-])c1,-1
O=C(CNC(=O)c1cc(S(=O)(=O)N2CCOCC2)ccc1N1CCCC1)Nc1ccc(F)c(F)c1,-17
O=S(=O)(Nc1ccc2ccccc2c1)N1CCCCC1,-11
O=C1NC(=S)NC1Cc1ccc(O)cc1 (configuration not stated),-8
CC(Sc1nc2ncc(Cl)cc2[nH]1)C(=O)Nc1ccccc1[N+](=O)[O-] (configuration not stated),7
O=C(COC(=O)c1c(F)cccc1F)Nc1ccc(N2CCCCC2)cc1,4
C[C@@H]1CN([C@H](C)CO)C(=O)CCCn2nncc2CO[C@@H]1CN(C)S(=O)(=O)c1ccc(C#N)cc1,4
N#CC1C(=O)NC(c2ccccc2)=CC1c1ccccc1 (configuration not stated),5
CCN(C(=O)COC(=O)CCOc1ccccc1C)c1c(N)n(Cc2ccccc2)c(=O)[nH]c1=O,2
Cc1ccc(S(=O)(=O)N2CCN(C(=O)COC(=O)c3cncc(Br)c3)CC2)c(C)c1,-15
CC(NS(=O)(=O)c1cc(C(F)(F)F)ccc1Cl)C(=O)N(C)C1CCN(C)CC1 (configuration not stated),-3
O=C(CCNC(=O)N1CC(=O)Nc2ccccc21)NCc1ccccc1Cl,0
COc1ccc(CN2C(=O)C(CC(=O)NCc3cccs3)CC(C(=O)N3CCOCC3)=C2C)cc1 (configuration not stated),-3
C[C@H](CO)N1C[C@H](C)[C@H](CN(C)C(=O)Nc2ccc(C(F)(F)F)cc2)OCc2cnnn2CCCC1=O,3
C[C@H]1CN([C@@H](C)CO)C(=O)CCCn2nncc2CO[C@@H]1CN(C)Cc1ccc(Cl)c(Cl)c1,-5
COc1ccc(NC(=O)CN(C)C(=O)c2ccc(C)c(S(=O)(=O)N3CCCCC3)c2)cc1,-10
Cc1noc(C)c1C(=O)OCC(=O)N1CCc2ccccc21,3
Cc1ccc(Cc2c(-c3ccc(F)cc3)nc3ccc(Cl)cn23)cc1,1
O=C1ON(Cc2ccccc2)C(c2ccccc2)N1c1ccccc1 (configuration not stated),-9
COc1ccc(CCC(=O)OCC(=O)Nc2sccc2C#N)cc1,-9
NS(=O)(=O)c1ccc(CCNC(=O)c2ccc(Cl)c(S(=O)(=O)N3CCCCCC3)c2)cc1,-7
C=C1c2nc3ccccc3n2C=C(c2ccc(C)cc2)N1c1ccccc1,-13

# Later entries.
SMILES,RXFP1 antag
CC(C)N1CCN(C(=O)c2ccc([N+](=O)[O-])cc2)CC1,9
CCC(C)c1ccc(O)c(NC(=S)NC(=O)c2cccs2)c1 (configuration not stated),?
O=C(NCC1CN(c2ccc(N3CCOCC3=O)cc2)C(=O)O1)c1ccc(Cl)s1 (configuration not stated),10
CCCCN1C(=O)C(CC(=O)NCC2CCCCC2)CC(C(=O)N(C(C)C)C(C)C)=C1C (configuration not stated),13
Cc1ccc(C2/C(=C(\O)c3c(C)nc4c(C)cccn34)C(=O)C(=O)N2CCN(C)C)o1 (configuration not stated),-3
Cn1c2nc(=O)[nH]c(=O)c-2cc2ccccc21,-2
COc1ccccc1NS(=O)(=O)c1cc(N/C(=N/S(=O)(=O)c2ccccc2)c2ccc(F)cc2)ccc1Cl,0
CC1C(=O)N(Cc2cn(CC3CCCCC3)nn2)CCS(=O)(=O)N1Cc1ccc(-c2ccc(Cl)cc2)cc1 (configuration not stated),0
C[C@@H]1CN([C@@H](C)CO)C(=O)CCCn2nncc2CO[C@H]1CN(C)S(=O)(=O)c1ccc2ccccc2c1,22
CCN1C(=O)C(=O)N(CC(=O)N(C)CC(=O)Nc2ccccc2C(F)(F)F)C1=O,-5
CC(Oc1ccc(Cl)cc1)C(=O)Nc1cccc(S(=O)(=O)N2CCCC2)c1 (configuration not stated),-3
COc1ccc(C(CNC(=O)c2cccc(S(=O)(=O)Nc3ccc(F)cc3)c2)N2CCCC2)cc1 (configuration not stated),-20
NC(=O)c1ccsc1NC(=O)c1ccc([N+](=O)[O-])o1,11
Cc1cc2c3ccccc3[nH]c(=O)n2n1,7
O=C(CN1C(=O)NC(c2ccccc2)(c2ccccc2)C1=O)NCCc1ccc(F)cc1,-3
Cc1cc(C)cc(NC(=O)CN2CCN(C(=O)c3cccs3)CC2)c1,-17
OC(COc1cccc2ccccc12)CN1CCOCC1 (configuration not stated),-3
Cc1cnc(C(=O)N2CCN(S(=O)(=O)c3cc(C(F)(F)F)cc(C(F)(F)F)c3)CC2)cn1,-19
COc1ccc(NC(=O)COC(=O)Cc2coc3cc(OC)ccc23)c(OC)c1,12
Nc1nc(N)c2[nH]c(=S)[nH]c2n1,0
C[C@@H]1CN([C@H](C)CO)C(=O)CCCn2nncc2CO[C@@H]1CN(C)C(=O)Nc1ccnc(N2CCOCC2)c1,-8
COc1ccc(S(=O)(=O)N2CCN(CC(=O)Nc3c(C)n[nH]c3C)CC2)cc1OC,5
COc1ccc(NC(=O)c2oc3ccccc3c2CSC)cc1S(=O)(=O)N1CCOCC1,-4
CC(=NNC(=O)c1ccncc1)c1ccccc1Cl,7
CCCCn1c(N)c(N(CCC(C)C)C(=O)COC(=O)c2ccc([N+](=O)[O-])s2)c(=O)[nH]c1=O,2
CC(=O)OC1CCC2(C)C(=CCC3C2CCC2(C)C3CC3ON=C(C)C32)C1 (configuration not stated),-8
O=C(CCCN1CCN(c2ccc(F)cc2)CC1)NC1c2ccccc2CSc2ccccc21 (configuration not stated),-27
O=[N+]([O-])c1ccc2c(c1)C(=NO)c1cc(F)ccc1-2,6
CC1(c2ccccc2)NC(=O)N(CC(=O)NCCN2C(=O)S/C(=C\c3cccnc3)C2=O)C1=O (configuration not stated),-9
COc1ccc(NC(=O)CSc2ccc3c(c2)OCCO3)cc1,-3
CN(C)Cc1ccccc1CCc1ccccc1,-7
CCOC(=O)CCC(NC(=O)c1ccc(CNc2nc3cc(C(F)(F)F)ccc3nc2C(=O)OCC)cc1)C(=O)OCC (configuration not stated),-2
Cc1cccc(N2CCN(C(=O)c3ccc4nccnc4c3)CC2C)c1 (configuration not stated),-3
Cc1c(N(C)S(=O)(=O)c2ccc(Cl)c(C(=O)NCC(C)(C)N3CCOCC3)c2)c(=O)n(-c2ccccc2)n1C,-3
O=C(NCc1ccco1)c1cc(S(=O)(=O)NC2CC2)ccc1Br,-11
COC(=O)c1ccccc1S(=O)(=O)N1CCC(C(=O)NCc2ccccn2)CC1,5
CCOc1ccccc1C(=O)NC(C(=O)OCn1nnc2ccccc2c1=O)C(C)C (configuration not stated),-3
O=C(Nc1c2c(nn1-c1ccccc1)CS(=O)(=O)C2)c1ccc(Br)o1,2
Cn1c(C(=O)NCCCN2CCN(c3ccc(F)cc3)CC2)cc2c(=O)n(C)c3ccccc3c21,2
COc1cc(CC(=O)C(=O)O)oc(=O)c1,3

# 21 structures from above, arranged by formula weight, falling.
SMILES,RXFP1 antag
CCOC(=O)CCC(NC(=O)c1ccc(CNc2nc3cc(C(F)(F)F)ccc3nc2C(=O)OCC)cc1)C(=O)OCC (configuration not stated),-2
Cc1c(N(C)S(=O)(=O)c2ccc(Cl)c(C(=O)NCC(C)(C)N3CCOCC3)c2)c(=O)n(-c2ccccc2)n1C,-3
C[C@@H]1CN([C@H](C)CO)C(=O)CCCn2nncc2CO[C@@H]1CN(C)C(=O)Nc1ccnc(N2CCOCC2)c1,-8
Cc1cnc(C(=O)N2CCN(S(=O)(=O)c3cc(C(F)(F)F)cc(C(F)(F)F)c3)CC2)cn1,-19
CC1(c2ccccc2)NC(=O)N(CC(=O)NCCN2C(=O)S/C(=C\c3cccnc3)C2=O)C1=O (configuration not stated),-9
COc1ccc(NC(=O)c2oc3ccccc3c2CSC)cc1S(=O)(=O)N1CCOCC1,-4
Cn1c(C(=O)NCCCN2CCN(c3ccc(F)cc3)CC2)cc2c(=O)n(C)c3ccccc3c21,2
COc1ccc(S(=O)(=O)N2CCN(CC(=O)Nc3c(C)n[nH]c3C)CC2)cc1OC,5
CCOc1ccccc1C(=O)NC(C(=O)OCn1nnc2ccccc2c1=O)C(C)C (configuration not stated),-3
O=C(Nc1c2c(nn1-c1ccccc1)CS(=O)(=O)C2)c1ccc(Br)o1,2
COC(=O)c1ccccc1S(=O)(=O)N1CCC(C(=O)NCc2ccccn2)CC1,5
O=C(NCc1ccco1)c1cc(S(=O)(=O)NC2CC2)ccc1Br,-11
CC(=O)OC1CCC2(C)C(=CCC3C2CCC2(C)C3CC3ON=C(C)C32)C1 (configuration not stated),-8
Cc1cccc(N2CCN(C(=O)c3ccc4nccnc4c3)CC2C)c1 (configuration not stated),-3
COc1ccc(NC(=O)CSc2ccc3c(c2)OCCO3)cc1,-3
OC(COc1cccc2ccccc12)CN1CCOCC1 (configuration not stated),-3
CC(=NNC(=O)c1ccncc1)c1ccccc1Cl,7
O=[N+]([O-])c1ccc2c(c1)C(=NO)c1cc(F)ccc1-2,6
CN(C)Cc1ccccc1CCc1ccccc1,-7
COc1cc(CC(=O)C(=O)O)oc(=O)c1,3
Nc1nc(N)c2[nH]c(=S)[nH]c2n1,0

# (further entries)
SMILES,RXFP1 antag
CCc1cc(CNC(=O)c2cccc(OC3CCN(S(C)(=O)=O)CC3)c2)on1,-12
COc1ccc(OC)c(C2C/C(=N/O)C(C)C(c3cc(OC)ccc3OC)N2)c1 (configuration not stated),-21
O=C1[C@H]2[C@@H](c3ccccc3)N[C@]3(CCCN(Cc4ccc(C(F)(F)F)cc4)C3=O)[C@H]2C(=O)N1Cc1ccccc1,10
CCCCn1c(N)c(N(CCOC)C(=O)c2cc(S(=O)(=O)N3CCOCC3)ccc2Cl)c(=O)[nH]c1=O,-4
COC(=O)[C@H]1C[C@@]2(O)CN(S(=O)(=O)c3ccc(C)cc3)C[C@@]2(OC(=O)NCc2ccccc2F)C[C@H]1C(=O)OC,6
CC1C(=O)N(Cc2cn(CCC3OCCO3)nn2)CCS(=O)(=O)N1Cc1ccc(-c2cccc(N(C)C)c2)cc1 (configuration not stated),-1
NS(=O)(=O)c1ccc(CCNC(=O)/C=C/c2ccc(S(=O)(=O)N3CCOCC3)cc2)cc1,6
COc1cc(C=NNC(=O)C(=O)Nc2cccc(Cl)c2)cc(OC)c1O,0
COc1cc(CC(=O)OCC(=O)NCc2ccco2)cc(OC)c1OC,4
